mcGAS MS inh: inhibitors of Mus musculus cyclic GMP-AMP synthase, initial high-throughput assay, cell-free, RapidFire MS; Q8C6L5; recombinant mouse cGAS, cGAMP by RapidFire MS; inhibition, % at 12.5 µM; actives 0.18% (n = 130,000); AID 1259397, 2018;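 active means inhibition of cGAS enzyme activity at or above 60%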;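 further: enzyme stimulated by 45 bp dsDNA with ATP and GTP substrates; cGAMP share of summed cGAMP plus half ATP and half GTP signals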
Target sequence (Q8C6L5 whole entry, looked up): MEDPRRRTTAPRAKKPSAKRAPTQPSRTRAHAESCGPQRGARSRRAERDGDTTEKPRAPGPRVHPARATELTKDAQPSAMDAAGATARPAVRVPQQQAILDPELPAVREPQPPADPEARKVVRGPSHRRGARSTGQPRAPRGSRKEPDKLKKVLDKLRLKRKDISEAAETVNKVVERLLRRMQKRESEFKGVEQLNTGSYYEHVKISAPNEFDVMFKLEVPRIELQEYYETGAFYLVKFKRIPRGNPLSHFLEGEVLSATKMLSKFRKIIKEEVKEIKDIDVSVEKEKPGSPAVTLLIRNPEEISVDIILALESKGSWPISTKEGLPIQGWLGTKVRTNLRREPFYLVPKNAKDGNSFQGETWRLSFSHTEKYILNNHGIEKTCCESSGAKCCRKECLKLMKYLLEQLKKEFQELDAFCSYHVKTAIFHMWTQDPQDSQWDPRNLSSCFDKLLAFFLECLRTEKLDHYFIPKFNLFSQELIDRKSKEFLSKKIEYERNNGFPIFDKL
* = called active by the depositor; & = joins results of further samples.

item	smiles	mcGAS MS inh
1	COCCNCc1ccc(OC)c(OS(=O)(=O)c2ccc(OC)cc2)c1	-9
2	COc1cccc(OCc2nc(C(=O)N3CCN(c4ccccn4)CC3)co2)c1	-9
3	Cc1cn2c3c(=O)n(CC(N)=O)c(=O)n(C)c3nc2n1Cc1ccco1	-8
4	C/C(=C1\C(=O)N(c2nc3ccccc3s2)N=C1C(F)(F)F)N1CCN(c2ccccc2)CC1	66*
5	O=C(CCC1CCN(C(=O)c2cscn2)CC1)NC1CCN(Cc2ccccc2)C1 (centres undefined)	-10
6	CC1CCN(Cc2nnnn2CCCC(=O)NCC(C)Oc2cccnc2)CC1 (centres undefined)	-1
7	COc1ccc(Br)cc1S(=O)(=O)Nc1ccc2c(c1)OCCO2	-2
8	O=C1CSC2(C(=O)Nc3ccccc32)N1c1ccccc1 (centres undefined)	-6
9	COC(=O)CN(Cc1cnn(C)c1)C(=O)Cc1cccs1	-6
10	CC(C)c1nc2sc3c(NCCCO)ncnc3c2c2c1COC(C)(C)C2	3
11	O=C(Nc1ccccc1)c1ccc(Cn2cc(Br)ccc2=O)cc1	-12
12	Cc1cccc(C(=O)NNC(=O)c2ccoc2C)n1	10
13	Cc1cc(Cl)c(C(C)C)cc1OCc1nc(N)nc(N)n1	-6
14	CSCCCN(C)S(=O)(=O)c1ccccc1Br	-10
15	O=S(=O)(Nc1nc2ccccc2s1)c1ccc(Br)s1	11
16	Cc1ccc(C(C)C)cc1OCCCNCCN(C)C	-6
17	CNC(=O)[C@@H]1C[C@H](N)CN1C(=O)CC1CCN(Cc2ccccc2)CC1	-2
18	O=C1CCCN1CC(=O)N1CCCC(Nc2ccccc2)C1 (centres undefined)	-7
19	Cc1nonc1C(=O)N1CCCC(N2CCN(Cc3ccc4c(c3)OCO4)CC2)C1 (centres undefined)	-7&-4
20	CC(=O)NCc1ccc(C(=O)NCC2CCS(=O)(=O)C2)cc1 (centres undefined)	-10
21	O=C1c2ccccc2-c2onc3c(N4CCOCC4)cc(N4CCOCC4)c1c23	4
22	Cc1nonc1CN(C)C(=O)C(C)N(c1ccccc1)S(C)(=O)=O (centres undefined)	7
23	COc1cc(/C=C(/C#N)c2ccccn2)cc(Cl)c1OC(F)F	-1
24	CC(NC(=O)C1CCN(S(=O)(=O)c2ccccc2)CC1)c1ccc2c(c1)OCCO2 (centres undefined)	6
25	CNS(=O)(=O)c1ccc(C2NCCc3[nH]cnc32)cc1 (centres undefined)	-12
26	COC(=O)c1ccc(C)c(NCc2cccc(S(=O)(=O)N(C)C)c2)c1	-6
27	C=C(C)COc1ccccc1C(=O)N(Cc1c(C)nn(C)c1C)C1CC1	3
28	CSc1ccc(C(=O)COC(=O)c2cccs2)cc1NC(C)=O	-2
29	CCNC(=O)C1CCCN(c2nc3ncn(CC(=O)Nc4c(C)cc(C)cc4C)c(=O)c3s2)C1 (centres undefined)	-9
30	CC(=O)Nc1ccc(N2C(=O)C(C)Oc3cc(Cl)ccc32)cc1 (centres undefined)	43
31	CC(C(=O)Nc1ccc2nc(C(C)(C)C)sc2c1)S(C)(=O)=O (centres undefined)	-23
32	O=C(CSc1nnc(C2CC2)n1C1CC1)N1N=C(c2cccs2)CC1c1ccco1 (centres undefined)	0
33	CCc1c(C)nc2c(-c3ccccc3)c(C)[nH]n2c1=O	-5&-1
34	COc1ccc(S(=O)(=O)NCCNc2cnccn2)cc1	0
35	Cc1ccc2nc(CN(C)Cc3cn[nH]c3C(=O)O)[nH]c2c1	-12
36	COC(=O)C1CSCCC1=O (centres undefined)	-7
37	CC(=O)NC(C)(C)c1noc(C2(c3cccs3)CCCCC2)n1	-28&-5
38	COc1ccc(S(=O)(=O)NC(=O)C2(C)CCN2C(=O)C(C)(C)c2ccccc2)cc1 (centres undefined)	-8
39	CN(CCOc1ccc(Cl)cc1)c1ccc(S(C)(=O)=O)cc1S(N)(=O)=O	-8
40	CN(C(=O)Cn1ncoc1=O)c1ccccc1	8
41	O=C(CCC1CCN(C(=O)c2ccco2)CC1)Nc1ccc2c(c1)OCCO2	-8
42	CC(=O)CC1OC(=O)C(Br)=C1Br (centres undefined)	-8
43	Cc1c2ccccc2[nH]c2c1oc1cc(=O)ccc12	-7
44	C=CCN=Cc1c(C(F)(F)F)[nH]n(-c2nc3ccccc3s2)c1=O	-15
45	c1ccc2c(c1)CCCN2C1CCNCC1	0
46	CCc1nnsc1C(=O)N1CCCC2(C1)C(=O)N(C)c1ccccc12 (centres undefined)	-14
47	CCn1c(CC2CCN(Cc3nc4ccccc4nc3C)CC2)n[nH]c1=O	-7
48	O=C(Nc1cccc(C(=O)N2CCCCC2c2nc3ccccc3o2)c1)NC1CC1 (centres undefined)	2
49	CC1=C(C(=O)N(C)Cc2n[nH]c3c2CCCCC3)C(C)NC(=O)N1 (centres undefined)	-17
50	Nn1c(O)c(C2=c3ccccc3=NC2=O)sc1=S	5
51	CN1CC[C@@H](NC(=O)c2cnn3c2CCCC3)[C@@H](Cc2ccccc2)C1	-24
52	Cc1cc(OC(C)C(=O)N2CCN(Cc3ccccc3)CC2)nc(C(C)C)n1 (centres undefined)	-9
53	O=S(=O)(NCc1ccc2c(c1)OCO2)c1ccc2c(c1)CCCC2	-8
54	O=C(c1cn(CC2COc3ccccc3O2)nn1)N1CCC2(C=Cc3ccccc32)CC1 (centres undefined)	-1
55	c1ccc(CN(Cc2ccccc2)c2ncnc3nc[nH]c23)cc1	-5
56	CCOC(=O)CSc1nc2sc(C)cc2c(=O)n1Cc1ccco1	-3
57	C=C(C)Cn1c(SCCCC)nc2c1c(=O)[nH]c(=O)n2C	-2
58	Cc1cccnc1NC(=O)CCNS(=O)(=O)c1ccc(C(C)(C)C)cc1	8
59	COc1ccc(CCN2CC3=C(C2=O)C(c2cccs2)NC(=O)N3)cc1 (centres undefined)	-2
60	O=C(CN1CCCc2ccccc21)NNS(=O)(=O)c1ccc(C(F)(F)F)cc1	-4

Next results:
item	smiles	mcGAS MS inh
61	O=C(CC(=O)NC1CCC(O)CC1)Nc1ccc(F)c(Cl)c1 (centres undefined)	-20
62	COC(=O)C1CCCCN1Cc1ccc(C(=O)Nc2cnn(C)c2)cc1 (centres undefined)	-10
63	CN1CCN(NC(=O)c2ccc(COc3ccc(Cl)cc3Cl)o2)CC1	-4
64	Cc1cc(C(=O)O)cc(C)c1OCC(=O)N1CCCCC1	-11
65	O=C(C1=CCCCC1)N1CCC(CO)(Cc2ccccc2C(F)(F)F)CC1	-2
66	CC(=O)Nc1cc([N+](=O)[O-])c(N(C)S(=O)(=O)c2ccccc2)c2ccccc12	-6
67	CC1CCCC(C)C1Nc1ncc(Br)cn1 (centres undefined)	-15&-5
68	Nc1nnc(SCc2cc(F)ccc2F)s1	-4
69	CN(C)C(=O)Cc1nc(-c2ccccc2)c(C(=O)Nc2ccccc2)s1	2
70	CNC(=O)c1nn(C)cc1[N+](=O)[O-]	-10
71	NC(=O)c1ccsc1NC(=O)CN1CCCC1c1cccs1 (centres undefined)	-25
72	CN(C)CCn1ccc2cc(C(=O)Nc3ccc(F)cc3)ccc21	-1
73	CN1C(=O)CC(C(=O)Nc2ccccc2F)SC1=Nc1cccc(C(F)(F)F)c1 (centres undefined)	-1
74	CCOc1ncccc1-c1ccc(-c2nn[nH]n2)cc1	-9
75	COc1ccc(CN2CCNC(=O)C2CC(=O)NCC(C)(C)N2CCOCC2)cc1C (centres undefined)	-5
76	Cc1cc(N(C)C)ccc1NC(=O)c1ccsc1	-13
77	COc1ccccc1N1CCN(c2ccc(N)cc2C(=O)NC(C)c2ccccc2)CC1 (centres undefined)	-8
78	Cc1ccc(OCc2cc(C(=O)N3CCC(Cc4ccccc4)CC3)no2)cn1	-10
79	CCc1nc(CN(C)C(=O)C(=O)Nc2ccc(F)c(C)c2)cs1	-11
80	CSc1nc(C(=O)N2CCCC(N3CCN(c4ccccc4C)CC3)C2)cs1 (centres undefined)	-1
81	Cc1cccc(OC(F)F)c1NC(=O)C1(C)CCN1C(=O)Cc1ccc(C(C)(C)C)cc1 (centres undefined)	3
82	CCNC(=O)N(CCOC)CC(=O)N1CCN(c2ccc(-c3ccccc3)nn2)CC1	-4
83	Cc1nnc(NCC(c2ccccc2Cl)N(C)C)c(C#N)c1C (centres undefined)	-11
84	Cc1cccc(CNC(=O)c2sc(=O)n(Cc3c(C)cccc3C)c2C)c1	-3
85	O=C1CN(c2ccc(NC(=O)Cc3c(Cl)cccc3Cl)cn2)CCN1	-4
86	Cc1noc(C)c1CC(=O)NCC12CC3CC(CC(C3)C1)C2	-6
87	CC(C)c1noc(C(C)N2CCN(Cc3nnc(C4CC4)o3)CC2)n1 (centres undefined)	-11
88	O=C1CCCN1CCC1CCCCN1C(=O)NCc1ccc(Cl)cc1 (centres undefined)	-12
89	O=C(c1cccs1)N1CCN(C2CCCC2)CC1	-4
90	C(=NNC1=Nc2cccc3cccc1c23)c1cccnc1	-3
91	CCc1nc(=S)c2c([nH]1)-c1ccccc1CC21CCCCC1	9
92	Cc1cccc(NC(=O)NNC(=O)c2cccn(Cc3cccc(F)c3)c2=O)c1	-6
93	Cc1nn(CC(=O)Nc2sc(C)c(C)c2C(N)=O)c(C)c1[N+](=O)[O-]	-6
94	COC(=O)c1ccc(NC(=O)c2ccoc2)c(OCC(F)(F)F)c1	1
95	CN1CCN(S(=O)(=O)c2cc(C(=O)O)cc(-c3cccnc3)c2)CC1	10
96	O=S(=O)(Nc1ccccc1-n1cncn1)c1ccc2c(c1)CCCC2	7
97	Cc1nc(CN2C(=O)c3ccccc3S2(=O)=O)sc1C(=O)Nc1ccccc1	0
98	Cc1cccn2c(=O)c(/C=N\Nc3ccccc3)c(Nc3cccc(Cl)c3)nc12	-6
99	CC(C)CC(=O)Nn1cnc2c(cnn2-c2ccccc2)c1=O	-4
100	COc1ccc2c(c1OC)C(=O)N(c1cccc(Cl)c1)C2=O	-11
101	CCc1cn[nH]c1C1CCCN(C(=O)C(=O)CC(C)C)C1 (centres undefined)	-28
102	CCOc1ccc(S(=O)(=O)CCOCCO)cc1	3
103	COc1ccc(S(=O)(=O)NC(C)CCc2ccco2)cc1Br (centres undefined)	-2
104	COc1ccc(CN2CCN(Cc3cccn3-c3ccccn3)CC2CCO)cc1C (centres undefined)	-15
105	O=C1CN(C(=O)CCSc2ccccc2F)CCN1	-13
106	Cc1noc(C)c1S(=O)(=O)Nc1cccc(F)c1	-12
107	CCOC(=O)C1(Cc2cccc(F)c2)CCN(Cc2nc(CC)[nH]c2C)CC1	-6&-1
108	COCCN(Cc1cccs1)C(=O)c1ccc(OC)c(F)c1F	-4
109	CC(C)c1ccc(-c2nn3c(=O)[nH]c4ccccc4c3nc2=O)cc1	-5
110	COc1ccc(C)cc1C(=O)OCC(=O)c1[nH]c(C)c(C(C)=O)c1C	-11
111	O=C(Nc1cnc2n1CCCC2)c1cc(=O)nc2sccn12	-19
112	N#Cc1ccc(NS(=O)(=O)c2ccc(F)c(Cl)c2)nc1	-10
113	O=C(NCC(F)(F)F)N1CCN(Cc2cn3ccccc3n2)CC1	0
114	CN(CCCN1CCCCC1)C(=O)c1ccc2c(=O)n(C)cnc2c1	2
115	O=C(NC1(c2nnn(CC3CCCO3)n2)CCCC1)c1ccccc1 (centres undefined)	-8&3
116	CN1CCN(CC(NC(=O)c2ccc(F)cc2)c2ccccc2)CC1 (centres undefined)	-3
117	CCCCn1c(CN2CCC(Cc3ccc(F)cc3)CC2)cnc1S(=O)(=O)CC	-10
118	CCN(CC(=O)Nc1c(Cl)cccc1Cl)C(=O)Cn1nc(C)c([N+](=O)[O-])c1C	13
119	CC(C)N1CCN(Cc2cn[nH]c2C2CCCCC2)CC1CCO (centres undefined)	-6
120	Cc1cc2c(cc1Br)C(O)(C(F)(F)F)C(=O)N2 (centres undefined)	-5

Going on with the list.
item	smiles	mcGAS MS inh
121	Cn1c(=O)n(CCN2CCOCC2)c(=O)c2c1nc1n(-c3ccc(F)cc3)c(-c3ccccc3)cn21	-2
122	CN(C)CCCNS(=O)(=O)c1ccc(F)cc1	-24
123	Cc1cc(C)n(C(=O)C(C)n2cc([N+](=O)[O-])cn2)n1 (centres undefined)	-20
124	NCC(=O)NC1CC1	-3
125	COC(=O)CC(NC(=O)CNC(=O)c1ccco1)c1ccccc1 (centres undefined)	6
126	CCOC(=O)C1(C)CCCCN1C(=O)c1cc(F)cc(F)c1 (centres undefined)	2

Some of these compounds in order of their number in mcGAS MS inh, highest first:
item	smiles	mcGAS MS inh
125	COC(=O)CC(NC(=O)CNC(=O)c1ccco1)c1ccccc1 (centres undefined)	6
126	CCOC(=O)C1(C)CCCCN1C(=O)c1cc(F)cc(F)c1 (centres undefined)	2
122	CN(C)CCCNS(=O)(=O)c1ccc(F)cc1	-24

An excerpt from above in order of molar mass, smallest number first:
item	smiles	mcGAS MS inh
70	CNC(=O)c1nn(C)cc1[N+](=O)[O-]	-10
12	Cc1cccc(C(=O)NNC(=O)c2ccoc2C)n1	10
33	CCc1c(C)nc2c(-c3ccccc3)c(C)[nH]n2c1=O	-5&-1
101	CCc1cn[nH]c1C1CCCN(C(=O)C(=O)CC(C)C)C1 (centres undefined)	-28
42	CC(=O)CC1OC(=O)C(Br)=C1Br (centres undefined)	-8
35	Cc1ccc2nc(CN(C)Cc3cn[nH]c3C(=O)O)[nH]c2c1	-12
20	CC(=O)NCc1ccc(C(=O)NCC2CCS(=O)(=O)C2)cc1 (centres undefined)	-10
49	CC1=C(C(=O)N(C)Cc2n[nH]c3c2CCCCC3)C(C)NC(=O)N1 (centres undefined)	-17
22	Cc1nonc1CN(C)C(=O)C(C)N(c1ccccc1)S(C)(=O)=O (centres undefined)	7
95	CN1CCN(S(=O)(=O)c2cc(C(=O)O)cc(-c3cccnc3)c2)CC1	10
21	O=C1c2ccccc2-c2onc3c(N4CCOCC4)cc(N4CCOCC4)c1c23	4
7	COc1ccc(Br)cc1S(=O)(=O)Nc1ccc2c(c1)OCCO2	-2
98	Cc1cccn2c(=O)c(/C=N\Nc3ccccc3)c(Nc3cccc(Cl)c3)nc12	-6
60	O=C(CN1CCCc2ccccc21)NNS(=O)(=O)c1ccc(C(F)(F)F)cc1	-4
5	O=C(CCC1CCN(C(=O)c2cscn2)CC1)NC1CCN(Cc2ccccc2)C1 (centres undefined)	-10

Compound activity from PubChem BioAssay.

This is a subset, so the mix of outcomes need not match the whole.
